High-throughput results deposited in PubChem by NCI.
Growth percent in the NCI-60 one-dose screen (48 h, 10 µM unless noted): 100 = growth as untreated, 0 = no growth, -100 = all killed.
HCT-116: HCT-116 colon cancer. 82,000 tested, 7.3% active
NCI-H322M: NCI-H322M lung cancer; 80,000 tested, 2.7% active; AID 1794733
COLO 205: COLO 205 colon cancer. 79,000 tested, 7.3% active. AID 1794742
NCI-H522: NCI-H522 lung cancer; 78,000 tested, 8% active; AID 1794739
NCI-H226: NCI-H226 lung cancer | 79,000 tested, 3.5% active
NCI-H460: NCI-H460 lung cancer; 82,000 tested, 6.8% active
NCI/ADR-RES: NCI/ADR-RES ovarian cells; 81,000 tested, 4.4% active; AID 1794790
NCI-H23: NCI-H23 lung cancer | 80,000 tested, 4% active | AID 1794731
HCT-15: HCT-15 colon cancer. AID 1794746. 82,000 tested, 5.2% active
Numbers without * were called inactive; . = not tested or not shown; & = joins results of further samples; ! = not confirmed by another sample. The calls were made as follows: active = growth percent below 10; inactive = the rest.

The first 7 compounds as a preview:
Compound	HCT-116	NCI-H322M	COLO 205	NCI-H522	NCI-H226	NCI-H460	NCI/ADR-RES	NCI-H23	HCT-15
COC(=O)C(C(=O)OC)C(C(=O)OC)C(=O)OC	112	114	107	110	.	108	106	112	102
C/C(=N\NC(N)=S)c1ccc2cc3c(cc2c1)OCO3	88	103	103	.	87	104	108	102	65
Cc1ccc(NC(=O)c2c(Nc3ccccc3)nn3cc(-c4nc5ccccc5s4)c(N)nc23)cc1	98	98	107	99	93	113	106	105	102
COC(=O)c1cc(=O)nc(NNC(C)=O)s1	102	91	114	.	103	106	107	101	104
C/C(=C(/c1ccccc1)c1ccc(N2C(=O)c3cccc4c(Nc5ccc(F)cc5)ccc(c34)C2=O)cc1)c1ccccc1	59	98	94	83	81	91	93	75	47
OC1(c2ccccc2)CC2CCC1C2 (stereo unspecified)	101	111	120	96	102	110	109	99	106
CC1(n2nnnc2N2CCCN(c3ncccc3N)CC2)CCC1	84	94	111	100	90	100	103	103	58

All compounds of this part, from the start:
Compound	HCT-116	NCI-H322M	COLO 205	NCI-H522	NCI-H226	NCI-H460	NCI/ADR-RES	NCI-H23	HCT-15
COC(=O)C(C(=O)OC)C(C(=O)OC)C(=O)OC	112	114	107	110	.	108	106	112	102
C/C(=N\NC(N)=S)c1ccc2cc3c(cc2c1)OCO3	88	103	103	.	87	104	108	102	65
Cc1ccc(NC(=O)c2c(Nc3ccccc3)nn3cc(-c4nc5ccccc5s4)c(N)nc23)cc1	98	98	107	99	93	113	106	105	102
COC(=O)c1cc(=O)nc(NNC(C)=O)s1	102	91	114	.	103	106	107	101	104
C/C(=C(/c1ccccc1)c1ccc(N2C(=O)c3cccc4c(Nc5ccc(F)cc5)ccc(c34)C2=O)cc1)c1ccccc1	59	98	94	83	81	91	93	75	47
OC1(c2ccccc2)CC2CCC1C2 (stereo unspecified)	101	111	120	96	102	110	109	99	106
CC1(n2nnnc2N2CCCN(c3ncccc3N)CC2)CCC1	84	94	111	100	90	100	103	103	58
Cc1c(C)c(CN)c(C)c(C)c1CN	99	99	99	.	100	108	109	103	101
CCOC(=O)C[n+]1ccc(C(=O)c2cc3ccccc3[nH]2)cc1	97	99	99	88	96	107	98	97	96
O=S(=O)(O)NS(=O)(=O)O	103	103	106	108	108	106	105	110	101
COc1ccc(C2=NNC(c3ccc(Oc4ccnc5cc(Cl)ccc45)c(OC)c3)C2)cc1 (stereo unspecified)	84	97	119	81	79	82	81	71	92
c1cncc(-c2csc(-c3c[nH]c4ncccc34)n2)c1	73	.	82	71	63	65	88	72	77
Cc1cc(N)c2ccccc2[n+]1CCCCCCCCCC[n+]1c(C)cc(N)c2ccccc21	3.4*	42&11	-46*	-8.1*	32&14	-18*	64&66	-29*	42&26
CN(C)CCCN(CCC1CCCCC1)CCC1CCCCC1	29	80	-54*	49	95	-2.6*	74	66	15
NNC(=O)CSCc1nc(N)nc(Nc2ccccc2F)n1	106	94	118	104	100	104	105	97	104
CCCCCCN(CCCCCC)C(F)(F)C(=O)Nc1ccc(S(=O)(=O)c2ccc(NC(=O)C(F)(F)N(CCCCCC)CCCCCC)cc2)cc1	46	86	79	48	80	76	86	42	72
CS/C(Nc1ccccc1)=C(/C#N)S(=O)(=O)c1ccc(C)cc1	101	99	121	147	112	114	101	111	102
Cc1c(C(=O)NO)sc2ncnc(Nc3ccc(NC(=O)Nc4ccccc4)cc3)c12	94	98	107	92	99	100	102	101	99
CC1=N/C(=C\c2ccccc2Cl)C(=O)N1CCc1ccc(S(N)(=O)=O)cc1	100	101	115	91	108	107	107	102	106
O=c1scc(-c2ccc(Br)cc2)s1	100	110	115	89	106	107	100	103	95
CCCCC(O)Cn1ncc(C(=O)N/N=C\c2ccc(OC(F)F)c(OCc3ccccc3)c2)c1N (stereo unspecified)	58	94	83	62	74	75	69	81	58
CCOC(=O)N/N=C/c1cc(Cl)ccc1O	107	97	109	.	97	100	109	111	90
COc1cc(CCn2nnc3c(Nc4ccc(N5CCCCC5)cc4)ncnc32)cc(OC)c1	64	101	79	69	63	90	63	70	57
Cc1ccc(NC(=O)Nc2ccc(C)cc2C)cc1	100	.	98	76	107	106	106	.	95
COc1cc(-c2nccc3cc4c(cc23)OCO4)cc(OC)c1OC	25&19	72&66	-14*!	-0.6*	50&63	15&18	8.9*	47&57	28&22
O=C(OCCO)c1ccccc1-c1c2cc3cc(Br)c(O)c(Br)c3oc-2c(Br)c(=O)c1Br	97	94	102	107	103	108	100	104	102
O=C1CC(=O)N(c2nnc(/C=C/c3ccco3)c(=O)[nH]2)N1	97	116	105	.	99	112	104	97	105
COc1nc2ccc(C)cc2cc1/C=C1/C=C(c2ccccc2)OC1=O	93	91	115	93	104	109	94	95	99
C=CCOC(=O)Oc1ccccc1Cl	104	114	120	86	113	118	109	104	108
N#CC1C=CN(CC(=O)c2ccc(Cl)cc2)c2ccc3cccnc3c21 (stereo unspecified)	80	91	87	94	65	85	96	90	98
c1cc(NCCCCN2CCOCC2)c2ccc3c(ccc4c(NCCN5CCOCC5)ccnc43)c2n1	48	73	91	82	80	41	88	71	71
COc1ccc(Cl)cc1/C=C/C(=O)/C=C(/C=C/c1cc(Cl)ccc1OC)OB(F)F	100	106	121	92	106	103	103	102	101
CCN(CC)CCCCCCNc1cc(OC)c(Cl)c2cccnc12	71	93	55	81	79	84	79	77	78
C=C1C(=O)O[C@H]2[C@H]1CC/C(COC(=O)NCc1ccc(OC)cc1)=C\CC[C@@]1(C)O[C@@H]21	-49*	85	-18*	-55*	65	78	87	74	13
O=C(Nc1ccc(N2CCOCC2)cc1)c1cncnc1Nc1ccc(OCc2ccccn2)c(Cl)c1	88	95	82	79	97	90	87	99	80
O=C(Nc1ccc(F)cc1)c1ccc(C(=O)Nc2ccc(F)cc2)cc1	96	.	114	111	99	105	116	.	89
O=C1c2ccccc2-n2c(noc2=O)[C@@H]2CCCN12	101	98	110	90	93	106	99	99	105
